A3G deaminase: inhibitors of human APOBEC3G DNA deaminase; Q9HC16; inhibition, % at 20 µM; actives 0.28% (n = 330,000); recombinant A3G, ssDNA deamination FAM/TAMRA fluorescence;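 active = inhibition of at least 40% at 20 µM, with no more than 30% in the related APOBEC3A deaminase screen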;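 also: plate controls were DMSO wells with A3G for no effect and wells lacking A3G enzyme for full effect; some compounds called inactive have numbers as strong as hits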
NR3A LBD binder: modulators (binders) of human NR3A ligand-binding domain | NR3A LBD differential scanning fluorimetry, Tm shift; 0% = protein alone, 100% = glycine-bound protein | Tm shift relative to glycine control, % at 25 µM | actives 2.5% (n = 340,000) | AID 1259313;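 active = melting temperature shift of at least 10% of the positive control shift, at one fixed dose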
EBI2 block: EBI2 (human) antagonism. EBI2 beta-arrestin recruitment, luminescence, 7a,25-OHC stimulated. actives 0.81% (n = 360,000). inhibition, % at 5 µM. P32249; in the data active = inhibition above about 38%;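 also: enzyme fragment complementation signal reports receptor beta-arrestin coupling in cells; 0% = agonist plus DMSO wells and 100% = wells without agonist; some results beyond the cut were filed as inactive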
Target sequence (P32249 whole entry, looked up, the tested form may be a part): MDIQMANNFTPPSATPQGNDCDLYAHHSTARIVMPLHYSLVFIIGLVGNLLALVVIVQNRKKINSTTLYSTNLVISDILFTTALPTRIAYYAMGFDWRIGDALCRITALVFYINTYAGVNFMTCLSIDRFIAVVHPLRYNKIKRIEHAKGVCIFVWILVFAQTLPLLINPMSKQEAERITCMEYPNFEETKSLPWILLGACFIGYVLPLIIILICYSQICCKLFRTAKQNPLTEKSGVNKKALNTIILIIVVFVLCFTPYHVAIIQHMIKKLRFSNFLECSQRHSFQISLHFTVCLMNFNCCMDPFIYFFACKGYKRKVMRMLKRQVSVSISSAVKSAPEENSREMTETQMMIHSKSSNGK
APOBEC3A inh: blocks human APOBEC3A ssDNA deamination. P31941. recombinant A3A, FAM/TAMRA ssDNA deamination fluorescence. inhibition, % at 20 µM. actives 0.41% (n = 330,000);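 active = at least 40% inhibition at 20 µM here, with at most 30% in a related deaminase screen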;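 also: plate controls were A3A with DMSO for no effect and wells lacking A3A enzyme for full effect; some results filed as inactive read as strong as hits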
Target sequence (P31941 whole entry, looked up): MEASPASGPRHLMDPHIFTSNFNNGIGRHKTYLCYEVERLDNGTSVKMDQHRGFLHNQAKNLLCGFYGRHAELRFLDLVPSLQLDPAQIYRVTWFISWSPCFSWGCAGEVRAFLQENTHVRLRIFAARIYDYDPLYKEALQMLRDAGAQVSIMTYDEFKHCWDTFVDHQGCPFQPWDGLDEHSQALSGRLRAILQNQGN
MPTP inh: inhibitors of mitochondrial permeability transition pore. isolated mouse mitochondria, Ca2+ swelling absorbance, 30 min. inhibition, % at 10 µM. actives 1.4% (n = 360,000);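 active = inhibition of 50% or more, scaled per plate between neutral and stimulator controls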;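 also: 0% = DMSO wells given calcium and 100% = 1 mM EGTA wells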
CCR6 antag: CCR6 (human) receptor antagonism; CHO-K1 CCR6 PathHunter beta-arrestin, luminescence, CCL20-stimulated; AID 493098; actives 0.49% (n = 340,000); P51684; inhibition, % at 20 µM;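 active = compounds whose inhibition of the agonist-driven luminescence signal at 20 µM reaches about 50%, limit read from the data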;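 also: cells stimulated with CCL20 at 14 nM final; plate controls were DMSO with CCL20 for no effect and DMSO without agonist for full effect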
Target sequence (P51684 whole entry, looked up): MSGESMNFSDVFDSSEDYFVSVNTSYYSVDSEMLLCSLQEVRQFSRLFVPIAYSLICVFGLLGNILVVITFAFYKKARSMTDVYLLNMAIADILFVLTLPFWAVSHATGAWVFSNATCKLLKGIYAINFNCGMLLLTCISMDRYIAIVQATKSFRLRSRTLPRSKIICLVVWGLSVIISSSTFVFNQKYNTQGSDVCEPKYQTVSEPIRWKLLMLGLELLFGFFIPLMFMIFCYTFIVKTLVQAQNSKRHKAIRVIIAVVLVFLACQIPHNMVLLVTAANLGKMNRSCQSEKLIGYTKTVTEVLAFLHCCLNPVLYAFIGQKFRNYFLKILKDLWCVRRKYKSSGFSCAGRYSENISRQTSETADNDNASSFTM
Gli-Sufu block: blocks Gli-Sufu signaling in a luciferase reporter; Sufu-KO-LIGHT fibroblasts, Gli luciferase reporter luminescence; inhibition, % at 5 µM; actives 0.74% (n = 340,000); AID 588413;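 active = inhibition above about 55%, limit read from the data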;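 also: 0% = DMSO-treated cells and 100% = wells with medium but no cells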
CXCR6 inh: blocks human CXCR6 beta-arrestin recruitment; inhibition, % at 20 µM; CHO-K1 PathHunter CXCR6 beta-arrestin, luminescence; AID 602244; actives 0.36% (n = 360,000); O00574; in the data active = inhibition above about 34%, passing the limit was not always enough;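 also: antagonist mode with CXCL16 agonist at 10 nM final; 0% = 10 nM CXCL16 with DMSO and 100% = unstimulated wells without agonist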
Numbers without * were called inactive; nt = not tested or not shown.

SMILES | A3G deaminase | NR3A LBD binder | EBI2 block | APOBEC3A inh | MPTP inh | CCR6 antag | Gli-Sufu block | CXCR6 inh
Cc1cc(Nc2cccc([N+](=O)[O-])c2)n2c(nc3ccccc32)c1C#N | -6 | 7 | -40 | 0 | 67* | 18 | 2 | 11
OCCN1CCN(C(=S)c2ccc(-c3ccccc3)cc2)CC1 | 17 | -2 | -2 | -1 | 2.1 | 2 | 17 | -7
Nc1ccc2c(c1)Cc1cc(Cl)c(Cl)cc1-2 | nt | 15* | -7 | nt | 3.0 | -14 | -28 | -4
CC(C)(C)NC(=O)c1ccccc1-c1nc(-c2ccccc2Cl)no1 | -9 | 1 | -5 | -3 | 0.8 | 1 | -1 | -1
O=C(CNCC1CCCCC1)Nc1ccc(OC(F)(F)F)cc1 | -4 | 0 | -5 | 1 | 5.5 | 7 | 2 | -5
O=C(c1ccc(Br)cc1)c1cn[nH]c1-c1ccccc1O | -3 | -9 | -26 | 3 | 8.3 | -6 | 3 | -1
CCOc1ccc(/C=C/C(=O)c2cc(Br)ccc(=O)c2O)cc1 | nt | -18 | 5 | nt | 3.6 | 26 | -13 | 8
Cc1cccc(NS(=O)(=O)c2cccs2)n1 | 3 | 0 | -7 | 2 | -1.2 | -5 | 3 | 0
Cc1cccc(/C(N)=N/OC(=O)Cc2ccccc2)c1 | -5 | -1 | 2 | -1 | 0.1 | 1 | -56 | 0
COc1ccc(/C=C/C(=O)NC(=S)NCC2CCCO2)cc1 (centres undefined) | -2 | 1 | 8 | 0 | 0.5 | 5 | -10 | -3
Clc1ccsc1-c1ccnc(-n2cccc2)n1 | -1 | 0 | -2 | 4 | 0.4 | 3 | -1 | 4
O=[N+]([O-])c1ccc(Nc2cccc(F)c2)nc1 | 5 | 25* | 5 | -4 | 6.5 | 11 | 9 | -3
Cc1ccc(S(=O)(=O)CCc2nnc(NC(=O)CCl)s2)cc1C | -8 | 3 | -4 | -3 | 2.3 | 9 | 3 | -6
O=C(CN1CCN(S(=O)(=O)c2ccc(F)c(F)c2)CC1)Nc1ccccc1C(=O)NC1CC1 | -7 | 4 | 10 | -3 | 0.7 | 7 | 2 | -4
CCCCOc1ccc(C(=O)NCc2ccco2)cc1 | -3 | -2 | 3 | 3 | -1.5 | 6 | -9 | 3
COc1ccc(-c2cn3c(C)c(C(=O)NCc4ccc5c(c4)OCO5)sc3n2)cc1 | 3 | -2 | 25 | 0 | -0.3 | 3 | 2 | 4
Cc1cc(C)c2oc(C(=O)Nc3nnc(C(C)C)s3)cc(=O)c2c1 | 1 | 1 | -3 | -5 | 3.5 | 1 | -6 | 4
O=C(CCSCCC(=O)NN=Cc1cccc(Cl)c1)NN=Cc1cccc(Cl)c1 | nt | 6 | 2 | nt | -2.0 | 1 | 6 | -7
Cc1cc2c(cc1C)C(c1ccsc1)CC(=O)N2 (centres undefined) | -5 | 0 | -3 | 3 | 0.2 | -15 | -6 | 2
CN1CCN(c2ccc(NC(=O)c3ccc4c(c3)[nH]c(=O)n4Cc3ccc(F)cc3)cc2)CC1 | 4 | -3 | -7 | 2 | -3.0 | 1 | 13 | -6

As a short view, some entries already given:
SMILES | A3G deaminase | NR3A LBD binder | EBI2 block | APOBEC3A inh | MPTP inh | CCR6 antag | Gli-Sufu block | CXCR6 inh
O=C(CN1CCN(S(=O)(=O)c2ccc(F)c(F)c2)CC1)Nc1ccccc1C(=O)NC1CC1 | -7 | 4 | 10 | -3 | 0.7 | 7 | 2 | -4
CCCCOc1ccc(C(=O)NCc2ccco2)cc1 | -3 | -2 | 3 | 3 | -1.5 | 6 | -9 | 3

More records follow:
SMILES | A3G deaminase | NR3A LBD binder | EBI2 block | APOBEC3A inh | MPTP inh | CCR6 antag | Gli-Sufu block | CXCR6 inh
O=C(COC(=O)C12CC3CC(CC(C3)C1)C2)NCCc1ccccc1 | -1 | 2 | 12 | -1 | -1.3 | 4 | 2 | 1
CC(Sc1nc2ccccc2c(=O)[nH]1)C(=O)O (centres undefined) | -8 | 1 | 0 | -3 | -0.4 | -17 | -2 | 0
COCCCn1c(=NC(=O)c2ccccc2)c(C#N)cc2c(=O)n3cccc(C)c3nc21 | 46* | 5 | 8 | -4 | 0.3 | 15 | 3 | 28
CC(=O)NC(C(=O)N1CCC(c2nc3ccccc3s2)CC1)C(C)C (centres undefined) | -6 | 1 | -2 | -1 | -2.9 | -2 | -12 | -7
O=C(CCC1COc2ccccc2O1)N1CCCC1 (centres undefined) | -10 | 0 | -16 | -4 | 0.7 | 5 | -7 | 5
CCOC(=O)N1CCc2c(sc(NC(=O)c3ccc(S(=O)(=O)N4CCCC4)cc3)c2C#N)C1 | -18 | 5 | 1 | -5 | 1.0 | 22 | 1 | 5
Cc1ccc(N2CC(C(=O)OCC(=O)c3ccc([N+](=O)[O-])cc3)CC2=O)cc1 (centres undefined) | -11 | 3 | -4 | -5 | 2.0 | -10 | 12 | -9
Cc1cccc(-c2cc3nc4c(c(NCc5ccco5)n3n2)CCCC4)c1 | 6 | 1 | 1 | -1 | 7.8 | 20 | -58 | 24
O=[N+]([O-])c1ccc(CN2CCN(c3ccc4ccccc4n3)CC2)cc1 | -1 | -7 | 2 | 1 | -4.0 | 10 | 0 | 0
O=C(CN1CCN(C(=O)c2ccccc2)CC1)Nc1ccccc1 | 0 | -1 | -2 | -6 | -2.2 | -2 | 5 | -1
O=C(CSc1ncn[nH]1)Nc1ccccc1C(=O)O | -1 | 1 | -14 | 0 | -3.4 | 12 | -2 | -3
Oc1ccc(CCC2CCCCN2Cc2nc(C3CC3)no2)cc1 (centres undefined) | 1 | -1 | -6 | 1 | 1.0 | 5 | 9 | -3
O=C(c1ccc(COc2c(F)c(F)cc(F)c2F)o1)N1CCN(c2ccccc2)CC1 | -7 | 1 | 12 | -4 | 0.1 | 25 | 35 | -4
NNC(=O)c1ccc(COc2ccc([N+](=O)[O-])cc2)o1 | -3 | -3 | 3 | -2 | 0.8 | 2 | -5 | -8
CC(C)c1c(C(=O)N/N=C/c2ccccc2C(=O)O)nnn1-c1nonc1N | -3 | -8 | 5 | -5 | -1.8 | 8 | 8 | 0
CC(=O)Oc1ccc(C(=O)Nc2ccc(S(=O)(=O)N3CCOCC3)cc2)cc1 | -8 | -5 | 5 | -7 | -1.6 | 12 | -9 | -1
Cc1nc(NC(=O)c2ccc([N+](=O)[O-])cc2Cl)sc1C(=O)N(C)C | -7 | 1 | -4 | -2 | -1.2 | 11 | -6 | -6
CCn1c(C)nc2cc(C(=O)NNC(=O)c3ccc(C)cc3)ccc21 | -8 | -4 | -34 | 5 | -1.7 | 3 | -10 | -9
COC(=O)c1cc(CSc2nc3ccccc3[nH]2)oc1C | -2 | 3 | 7 | 2 | 82* | 14 | -32 | 17
O=C(c1c(F)c(F)c(F)c(F)c1F)N1CCN(c2cccc(C(F)(F)F)c2)CC1 | -1 | 4 | 6 | 5 | 3.1 | -5 | 3 | -5
COC(=O)/C=C1/S/C(=N/NC(=O)c2ccccc2OC)NC1=O | -3 | -1 | 5 | -2 | -0.3 | 1 | 29 | 7
CS(=O)(=O)c1cccc(C(=O)OCC(=O)c2ccc3c(c2)OCCO3)c1 | -9 | 0 | 6 | 0 | -2.9 | -21 | -1 | -6
CCS(=O)(=O)n1nc(-c2ccccc2)cc1N | -7 | 0 | -4 | -3 | -0.9 | -8 | 10 | -4
Cc1nn(CCCC(=O)N2CCN(c3ccc(F)cc3)CC2)c(C)c1[N+](=O)[O-] | -6 | 1 | 3 | -1 | 0.7 | 5 | 7 | -10
CC(C)OC(=O)CSc1nc(N)c(C#N)c(-c2cccs2)c1C#N | -1 | -6 | -1 | 0 | 44 | 3 | 13 | -7
COC(=O)c1ccccc1OCCOc1ccccc1C(=O)OC | -1 | 0 | -11 | -1 | 0.6 | 26 | 8 | 4
CC1(C)Cc2nc3sc4c(SCC(=O)NCc5ccccc5)ncnc4c3cc2CO1 | -1 | 3 | 5 | 3 | 9.0 | 15 | -78 | -14
CCOc1ccc2oc(C(=O)NCC(c3ccco3)N(C)C)c(C)c2c1 (centres undefined) | -4 | -1 | -11 | 1 | -0.7 | 17 | 6 | -2
O=C(CSc1nnc(NC(=O)c2ccccc2[N+](=O)[O-])s1)NCC1CCCO1 (centres undefined) | -2 | -1 | 5 | -2 | -1.6 | 5 | -2 | 6
c1csc(-c2nnsc2-c2nc3ccccc3[nH]2)c1 | 0 | -2 | 7 | 0 | -2.6 | 17 | 12 | -5
CCOc1ccc2nc(SCC(=O)NCc3ccc4c(c3)OCO4)[nH]c2c1 | -3 | 0 | -2 | -3 | -2.5 | -7 | -2 | -9
N#Cc1nc(-c2ccccc2)oc1NCCN1CCCCC1 | -5 | 2 | 5 | 0 | 1.6 | -14 | 9 | -1
O=C(CSC1=NCCS1)Nc1ccccc1F | -5 | 1 | -6 | -11 | -1.9 | 0 | 4 | -2
CC(C)C[C@H]1CN=C(Nc2ccccc2)N1CC1CCC(C(C)(C)C)CC1 (some centres undefined) | -3 | -11 | -4 | -5 | 43 | 17 | -18 | -10
Cc1cccc(NC(=O)NCCN2C(=O)C3C4C=CC(C4)C3C2=O)c1 (centres undefined) | -6 | -2 | -3 | 0 | -0.3 | 23 | -35 | -3
COc1ccc(NC(=O)c2cc(-c3ccncc3)nc3ccccc23)c(OC)c1 | 7 | -1 | 0 | 3 | 7.4 | 14 | 11 | 0
NS(=O)(=O)c1cccc(NC(=O)COC(=O)c2cc([N+](=O)[O-])ccc2N2CCCC2)c1 | -3 | -6 | -2 | 1 | -0.4 | 18 | 1 | 16
CC1CCN(CCOc2ccccc2-c2ccccc2)CC1 | -6 | -1 | 1 | -1 | 14 | 5 | 6 | 3
CC1(C)CC(=O)C(C=Nc2ccc(C(=O)c3ccccc3)cc2N=CC2=C(O)CC(C)(C)CC2=O)=C(O)C1 | -6 | -4 | 74* | -4 | -11 | 111* | 24 | 103*
Cc1nc(C(F)(F)F)c(C(=O)O)cc1-c1nc(-c2ccccc2)cs1 | -6 | -1 | -13 | -7 | 0.0 | -6 | 1 | -7
CCC(O)c1nc2ccccc2n1CCc1ccccc1 (centres undefined) | -6 | -2 | -4 | -2 | 1.7 | 3 | 14 | 0
CCOCCCNC(=O)/C(C#N)=C/c1ccc([N+](=O)[O-])o1 | -4 | 0 | 0 | -5 | 1.3 | 34 | 2 | 23
O=C(N/N=C/c1ccco1)C1COc2ccccc2O1 (centres undefined) | -6 | -1 | 3 | 0 | 1.0 | -1 | 0 | 0
COc1ccc(C)cc1NC(=O)C1CCN(S(=O)(=O)c2cccs2)CC1 | -11 | 3 | -3 | -5 | -0.9 | 9 | -3 | -2
O=C1N/C(=N/NC(=O)c2cccc3ccccc23)S/C1=C\c1ccccc1OCc1ccccc1 | nt | 8 | 3 | nt | 38 | 15 | -9 | 11
CC(NC(=O)CSc1nc(C2CC2)n(-c2ccccc2)n1)c1ccco1 (centres undefined) | -6 | 0 | -2 | 1 | -1.0 | 14 | 2 | 12
Cc1ccc(S(=O)(=O)N2CCN(CC(=O)NC(C)c3ccccc3)CC2)cc1 (centres undefined) | -9 | 0 | -5 | -2 | -0.8 | 1 | -7 | -4
CCOC(=O)NC(Nc1nnc(C)s1)(C(=O)OCC)C(F)(F)F (centres undefined) | 5 | 0 | 4 | 3 | 0.7 | 3 | -4 | -6
Cc1cc(C)n(-c2ccc(C(=O)Nc3ccc(S(=O)(=O)NCc4ccco4)cc3)cc2)n1 | -4 | 17* | -1 | 3 | -2.2 | -7 | -9 | -9
CC(C)(C)CC(=O)Nc1cc2c3c(c1)CC(=O)N3CCC2 | 2 | 3 | -8 | 5 | -0.5 | -4 | 9 | -8
COc1ccccc1N1C(=O)S/C(=C\c2ccc(C)s2)C1=O | -2 | 2 | 5 | -3 | 0.9 | 5 | -45 | 6
CSCCC1NC(=O)N(CC(=O)Nc2ccc(Cl)c(S(=O)(=O)N3CCOCC3)c2)C1=O (centres undefined) | -8 | 1 | -4 | -2 | 0.5 | 8 | 2 | 7

Screening results as filed in PubChem.

No enrichment for hits, and some 5.8% of all compounds hit somewhere here.
